Screening data as filed in PubChem BioAssay.
VEEV TC-83 Vero – inhibitors of VEEV TC-83 cytopathic effect, confirmation, Vero cells (AID 588727); Vero cells, VEEV TC-83 cytopathic effect inhibition; higher % means a stronger effect; inhibition, % at 20 µM, or IC50 in µM where a hit was titrated; 350,000 tested, 0.13% active; in the data active = a potency from the dose series; inconclusive = inhibition mostly from about 14% at the one dose, without a potency; inactive = the rest, 99 in 100 with inhibition below about 12%; note: strong numbers were not always called active
Salmonella PhoP GFP – Inhibition of PhoP regulon, Salmonella typhi GFP reporter cells, confirmation, 4 h (AID 1850); inhibition, % at 50 µM, or IC50 in µM where a hit was titrated; Salmonella Typhi PhoP-promoter GFP reporter, fluorescence, 4 h; higher % means a stronger effect; 310,000 tested, 0.33% active; in the data active = a potency from the dose series; inconclusive = inhibition mostly from about 25% at the one dose, without a potency; inactive = the rest, 99 in 100 with inhibition below about 19%;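 note: 0% = induced wells with vehicle and 100% = uninduced wells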
H1N1 NS1A inhibition – NS1A inhibition, H1N1 influenza, cell based functional assay (AID 504329). NS1A functional cell-based assay, percent inhibition; higher % means a stronger effect. inhibition, % at 12.5 µM, or IC50 in µM where a hit was titrated. 340,000 tested, 0.3% active; in the data active = a potency from the dose series; inconclusive = inhibition above about 27% without an active follow-up result; note: strong numbers were not always called active
M. tuberculosis HTS – M. tuberculosis growth inhibition, HTS (AID 449762) | inhibition, % at 25 µM, or IC50 in µM where a hit was titrated | M. tuberculosis H37Rv growth inhibition, 7H9 media; higher % means a stronger effect | 330,000 tested, 0.59% active; in the data active = a potency from the dose series; inconclusive = inhibition above about 70% without an active follow-up result;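 note: bacterial growth assessed after seven days of incubation; strong numbers were not always called active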
tuberculosis growth – growth inhibition of non-replicating M. tuberculosis (AID 488890) | Mycobacterium tuberculosis non-replicating, growth inhibition; higher % means a stronger effect | inhibition, % at 25 µM; hits with a dose series show IC50 in µM | 320,000 tested, 0.39% active; in the data active = a potency from the dose series; inconclusive = inhibition mostly from about 82% at the one dose, without a potency; inactive = the rest, 99 in 100 with inhibition below about 76%;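 note: plate controls were DMSO cells for no effect and high antibiotic wells for full effect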
VEEV TC-83 Vero 10K pilot screen – second read-out of VEEV TC-83 Vero, no call of its own (marks repeat the call); inhibition, %; measured here: 10K pilot screen inhibition
* marks the source's active call; other numbers are inactive results; i = inactive; ? = inconclusive; nt = no result given.

Start of the listing, in advance:
SMILES	VEEV TC-83 Vero	Salmonella PhoP GFP	H1N1 NS1A inhibition	M. tuberculosis HTS	tuberculosis growth	others
CN(CC(=O)Nc1nccs1)S(=O)(=O)c1ccc(F)cc1	i	-5.9%	-20.2%	-11.7%	16.1%
CCN(CCNCC(O)COc1ccccc1C(C)C)c1cccc(C)c1 (stereo not given)	i	32.5µM*	11.1%	21.1µM*	?
O=c1c2ccccc2c2ccccc2c(=O)n1-c1ccccc1	2.8%	-4.9%	2.6%	37.8%	74.5%
CC(C)CC(=O)Nc1ccc(N2CCN(C(=O)c3cccs3)CC2)cc1	0.5%	12.1%	9.7%	4.9%	21.7%
CCCC(=O)OCC(=O)Nc1ccc2[nH]c(=O)[nH]c2c1	?	12.6%	-4.8%	-12.5%	4.0%
CCN(C[C@H]1N[C@@](Cc2ccccc2)(C(=O)OC)[C@H]2C(=O)N(Cc3ccccc3)C(=O)[C@@H]12)S(=O)(=O)c1ccc(C)cc1	5.1%	nt	-2.1%	-6.1%	8.3%
CC(C)n1cc(CN2CCC(n3nccc3NC(=O)C3CCCC3)CC2)cn1	3.1%	-2.3%	-8.7%	0.2%	-8.2%

Main list, from the first entry:
SMILES	VEEV TC-83 Vero	Salmonella PhoP GFP	H1N1 NS1A inhibition	M. tuberculosis HTS	tuberculosis growth	others
CN(CC(=O)Nc1nccs1)S(=O)(=O)c1ccc(F)cc1	i	-5.9%	-20.2%	-11.7%	16.1%
CCN(CCNCC(O)COc1ccccc1C(C)C)c1cccc(C)c1 (stereo not given)	i	32.5µM*	11.1%	21.1µM*	?
O=c1c2ccccc2c2ccccc2c(=O)n1-c1ccccc1	2.8%	-4.9%	2.6%	37.8%	74.5%
CC(C)CC(=O)Nc1ccc(N2CCN(C(=O)c3cccs3)CC2)cc1	0.5%	12.1%	9.7%	4.9%	21.7%
CCCC(=O)OCC(=O)Nc1ccc2[nH]c(=O)[nH]c2c1	?	12.6%	-4.8%	-12.5%	4.0%
CCN(C[C@H]1N[C@@](Cc2ccccc2)(C(=O)OC)[C@H]2C(=O)N(Cc3ccccc3)C(=O)[C@@H]12)S(=O)(=O)c1ccc(C)cc1	5.1%	nt	-2.1%	-6.1%	8.3%
CC(C)n1cc(CN2CCC(n3nccc3NC(=O)C3CCCC3)CC2)cn1	3.1%	-2.3%	-8.7%	0.2%	-8.2%
CC(=O)Nc1ccc(S(=O)(=O)Nc2nc3ccccc3nc2Sc2nncn2C)cc1	1.2%	9.3%	-3.9%	-1.0%	2.6%
Cc1ccc(NC(=O)CN2CCc3ccccc3C2)cc1S(=O)(=O)N1CCOCC1	1.0%	0.7%	-2.7%	1.5%	22.1%
CCN(CC(=O)Nc1c(F)cccc1F)C(=O)CN1C(=O)NC2(CCCC2)C1=O	0.5%	-3.6%	-18.3%	-9.8%	-10.8%
CCN(CC(=O)NCc1cccs1)C(=O)c1ccc(-c2ccccc2F)o1	8.2%	nt	-9.5%	8.9%	16.0%
CCOCCOc1cc(NCc2ccccc2)c2ncn(C(C)C)c2c1	0.2%	nt	5.9%	nt	nt
COc1cc2c(cc1OC)C(C)N(C(=O)CCNC(=O)c1ccccc1)CC2 (stereo not given)	2.3%	-16.0%	0.6%	2.8%	18.8%
CCCCC(=O)NC(Nc1ccc(C)cn1)(C(=O)OCC)C(F)(F)F (stereo not given)	0.9%	-0.8%	-11.3%	1.1%	-15.1%
COc1ccc(C(c2nnnn2C2CCCCC2)N2CCN(c3ccccc3F)CC2)cc1 (stereo not given)	1.5%	-12.8%	-2.7%	25.8%	29.4%
O=C(O)C1C2C=CC(C2)C1C(=O)Nc1ccc(Cl)c(Cl)c1 (stereo not given)	i	-3.1%	1.3%	1.7%	24.0%
COc1ccc(N(C(=O)c2ccco2)C(C(=O)NC2CCCC2)c2ccc(OC)c(OC)c2)cc1 (stereo not given)	0.2%	-3.8%	-4.2%	-6.4%	7.7%
O=C(Cn1nnc(-c2ccccc2F)n1)Nc1ccc(C(=O)N2CCOCC2)cc1	0.2%	0.6%	12.8%	-2.2%	-1.7%
COc1ccccc1NC(=S)NNC(=O)c1nn(C)c(C)c1Cl	1.1%	-1.4%	5.6%	4.4%	-10.8%	VEEV TC-83 Vero 10K pilot screen=1.1
N#Cc1ccccc1Cn1cc(C(=O)c2ccco2)c2ccccc21	8.3%	4.5%	2.4%	-1.0%	6.9%
Cc1cc(C)cc(N(CC(=O)NC2CCCC2)C(=O)CNC(=O)c2cccs2)c1	1.6%	-4.6%	14.8%	-9.0%	-0.6%
COc1ccccc1/C=N/NC(=O)c1nnn(-c2nonc2N)c1-c1cccs1	i	-12.4%	-0.5%	6.8%	-7.5%
CCN(C(=O)COC(=O)c1ccc2ccccc2c1)c1c(N)n(Cc2ccccc2)c(=O)[nH]c1=O	0.7%	nt	-9.4%	0.1%	2.3%
Cc1ccc(-c2nn(-c3ccccc3)cc2/C=N/NC(=O)CSc2nnc(C)n2-c2ccccc2)cc1	11.1%	1.9%	1.3%	?	8.4%
CCOC(=O)NCc1ccccc1	2.3%	-2.9%	6.2%	-3.5%	31.9%

More compounds follow:
SMILES	VEEV TC-83 Vero	Salmonella PhoP GFP	H1N1 NS1A inhibition	M. tuberculosis HTS	tuberculosis growth	others
Cc1nn(CCC(=O)NNC(=S)Nc2ccccc2)c(C)c1Br	1.2%	-7.1%	0.6%	-3.0%	-17.1%
COc1ccc(OCC(=O)Nc2cccc3cccnc23)cc1	0.9%	-5.5%	-2.5%	?	?
Cc1ccnn1C(C)C(=O)O (stereo not given)	0.2%	-5.0%	-15.1%	-6.3%	-2.3%
CN(c1ccccc1)S(=O)(=O)c1ccc(C(=O)OCC(=O)NCc2cccs2)cc1	1.5%	-11.8%	2.8%	-2.5%	13.8%
Cc1ccc(Nc2nc(Nc3ccc(C)cc3)nc(SC3=NCCS3)n2)cc1	5.2%	5.5%	-2.9%	-8.0%	17.2%
Cc1ccc(C)c(S(=O)(=O)NCCC(=O)N2CCCC(C(N)=O)C2)c1 (stereo not given)	1.2%	nt	-18.5%	8.7%	-9.6%
COc1ccc(OC)c(-c2csc(NC(=O)Cc3ccccc3)n2)c1	11.9%	7.6%	10.9%	?	15.7%
CCN1C(=NCCc2ccccn2)N[C@@H](c2cccc(F)c2)C(C(=O)OC)=C1C	6.7%	8.6%	7.8%	5.2%	32.8%
O=C(CSCc1ccco1)N1CCc2ccccc21	1.7%	-4.1%	15.1%	1.0%	71.7%
CC(C)=NOc1nc(N(C)C)nc(N2CCOCC2)n1	10.2%	-5.6%	nt	2.5%	-4.6%
CC(=O)C1=C(C)NC(C)=C(C(C)=O)C1c1cn(-c2ccccc2)nc1-c1cccs1	8.5%	-3.0%	-16.7%	5.0%	33.9%
O=C(/C=C(\O)c1ccccc1)C(=O)NNC(=O)c1ccccc1[N+](=O)[O-]	1.4%	2.5%	-4.3%	1.5%	18.3%
Cc1cc(C)c(C)c(OCC(O)CN2CCN(c3ccccn3)CC2)c1 (stereo not given)	4.0%	3.4%	9.2%	10.2%	24.0%
O=c1c(O)c(-c2ccc3c(c2)OCO3)oc2ccccc12	1.3%	-10.7%	5.8%	35.4%	-1.5%
CSCCC1Nc2ccc(S(=O)(=O)N3CCOCC3)cc2NC1=O (stereo not given)	1.6%	nt	-6.1%	nt	nt
O=C(COC(=O)COc1cccc(C(F)(F)F)c1)NC1CCCC1	0.4%	-6.1%	-2.4%	-3.3%	-9.8%
O=C(CCNS(=O)(=O)c1ccc2ccccc2c1)NCCOc1ccccc1	2.4%	nt	-7.6%	nt	nt
CC(C)(C)C(=O)NC(=S)Nc1sc2c(c1C(N)=O)CCC2	2.5%	4.0%	5.5%	2.1%	67.9%
Cc1ccc(C(=O)CSc2nc3ccccc3c(=O)[nH]2)cc1	0.5%	-8.3%	-3.3%	14.3%	12.6%
O=C(N/N=C/c1ccc[nH]1)c1ccccc1O	0.2%	2.0%	1.0%	47.5%	?
O=C(O)CCCCCCNS(=O)(=O)c1ccccc1	0.9%	-15.8%	-5.2%	-0.7%	1.0%
CCOC(=O)c1cn2nc(-c3ccc(OCC)cc3)cc2nc1C1CCN(C(=O)OC(C)(C)C)CC1	4.8%	12.2%	-1.6%	-3.9%	12.1%
O=C(CN1C(=O)COc2ccc(S(=O)(=O)N3CCCC3)cc21)N1CCCC1	1.0%	1.4%	-5.0%	-6.9%	-12.4%
O=C(COc1ccc(Nc2ccccc2)cc1)Nc1ccncc1	5.2%	-4.3%	3.6%	?	?
N#Cc1ccc(-c2ccc(Cl)cc2)nc1Oc1ccc(F)cc1	i	8.4%	18.8%	8.0%	6.7%

Brought forward from above: 2 compounds; new compounds follow.
SMILES	VEEV TC-83 Vero	Salmonella PhoP GFP	H1N1 NS1A inhibition	M. tuberculosis HTS	tuberculosis growth	others
O=C(COc1ccc(Nc2ccccc2)cc1)Nc1ccncc1	5.2%	-4.3%	3.6%	?	?
N#Cc1ccc(-c2ccc(Cl)cc2)nc1Oc1ccc(F)cc1	i	8.4%	18.8%	8.0%	6.7%
O=C(NC1=NCCS1)C1CC2CCC1C2 (stereo not given)	1.0%	0.1%	8.2%	-3.7%	-2.3%
O=C1CCCC(=O)C1C(=O)C1CCN(S(=O)(=O)c2ccccc2)CC1	1.7%	2.0%	-4.2%	-1.7%	12.6%
CCN(CC)CCNC(=O)Cn1cnc2sc(C)c(S(=O)(=O)N3CCN(c4ncccn4)CC3)c2c1=O	1.2%	0.5%	4.6%	-1.0%	-15.3%
C[n+]1ccc(/C=C/c2c[nH]c3ccc(F)cc23)cc1	4.3%	-409.9%	-0.2%	-0.2%	35.8%
CCCN(CCC)CCCNC(=O)CS(=O)Cc1nc(-c2ccc(OC)c(OC)c2)oc1C (stereo not given)	3.5%	8.4%	-18.3%	2.7%	-7.1%
COc1ccc(N2CCN(C(CNC(=O)C(=O)NCCCn3ccnc3)c3ccco3)CC2)cc1 (stereo not given)	0.5%	7.6%	-5.7%	0.2%	5.9%
Nc1ccc(OCCc2ccccc2)cc1	2.7%	4.1%	7.1%	?	48.8%
CN(C)S(=O)(=O)c1cccc(-c2nnc(SCc3cc(Cl)cc4c3OCOC4)n2N)c1	i	-6.7%	-0.5%	-13.3%	nt
Cc1ccc(N(CCCCN2C(=O)c3ccccc3C2=O)C(=O)c2ccc(Cl)s2)cc1	0.6%	-7.1%	11.7%	1.5%	-14.7%
CCCCCCNS(=O)(=O)c1ccc(NC(=O)C2CCCO2)cc1 (stereo not given)	i	7.2%	-2.6%	-6.1%	19.2%
O=C(NCCCN1CCN(c2ccc(F)cc2)CC1)Nc1ccc([N+](=O)[O-])cc1	i	76.1µM*	4.5%	-4.4%	?
CCC1=NN(C(=O)Cc2ccc([N+](=O)[O-])cc2)C(O)(c2ccc(Br)cc2)C1 (stereo not given)	0.4%	-5.0%	0.7%	10.5%	55.4%
COCCn1nnnc1C(c1cc2cc(C)ccc2[nH]c1=O)N1CCCCCC1 (stereo not given)	0.3%	21.7%	7.7%	-9.5%	6.2%
Cc1ccnc(NC(=O)c2ccoc2C)c1	0.1%	-6.7%	1.8%	0.8%	-11.7%
Cc1ccc(SC(=O)c2c(C)noc2-c2cc(C)on2)cc1	7.5%	-6.2%	nt	-10.7%	?
Cc1cccc2cc(CN(C(=S)NCC(C)C)C3CCCC3)c(=O)[nH]c12	8.2%	-4.1%	6.7%	5.4%	17.9%
CCCCNS(=O)(=O)c1ccc2nc(-c3cccnc3)cc(C(=O)NCCCOC)c2c1	3.8%	-3.1%	-2.4%	-5.0%	-2.8%
Clc1ccc(C[n+]2cc(-c3ccccc3)n3c2CCC3)cc1	i	-3.6%	-18.4%	-3.9%	13.3%
CC(C)(C)c1ccc(C(=O)NCc2nnc(SCC(=O)N3CCCc4ccccc43)n2-c2ccccc2)cc1	13.5%	-9.7%	-2.0%	-1.5%	-30.0%
COC(=O)c1cc2occc2n1Cc1nc(-c2ccccc2Cl)oc1C	1.1%	-3.8%	-8.7%	-11.8%	nt
Cc1c(Nc2nc3ccccc3nc2NS(=O)(=O)c2ccccc2)c(=O)n(-c2ccccc2)n1C	0.0%	0.7%	-3.6%	-0.6%	-0.6%
N#CCSc1nc2c(c(=O)n1Cc1ccccc1)C1(CCCC1)Cc1ccccc1-2	3.1%	4.4%	-7.7%	-3.0%	1.6%
CCNC(=S)NNC(=O)CCn1cc(C)cn1	1.3%	2.6%	-0.8%	-3.4%	-15.4%
Cc1ccc(Cl)cc1N1CCN(Cc2cc3c(cc2O)CCC3)CC1	i	-5.8%	3.1%	-2.8%	10.1%
C/C(=N\O)c1ccc2c3c([nH]c2c1)CCCC3	7.8%	-1.7%	11.4%	0.7%	15.8%
COc1ccc(-c2cc(C(=O)OC3CCOC3=O)c3ccccc3n2)cc1 (stereo not given)	i	0.2%	-6.1%	0.2%	10.6%

Compounds as they come. About 1.5% of those tested had a hit in this group.
